Assay outcomes from PubChem BioAssay.
mIAP block: inhibitors of mouse IAP, primary screen, biochemical, luminescence, uHTS. intestinal alkaline phosphatase [Mus musculus]. purified mouse IAP, CDP-Star luminescence, 30 min. inhibition, % at 10 µM. actives 0.2% (n = 330,000);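 active = inhibition of at least 40% at 10 µM in the primary screen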;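 also: plate controls were DMSO with enzyme for no effect and no enzyme wells for full effect; values of inactives mirror those of a sister screen read the other way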
ATG4B inh: ATG4B protease inhibitors, primary screen, biochemical, fluorescence, uHTS | AID 504462, 2011 | actives 0.51% (n = 340,000) | Cysteine protease ATG4B (Homo sapiens), Q9Y4P1 | ATG4B cleavage of LC3-PLA2, NBD-HPC fluorescence, 1 h | inhibition, % at 8.33 µM; in the data active = inhibition above about 40%
Target sequence (Q9Y4P1 whole entry, looked up): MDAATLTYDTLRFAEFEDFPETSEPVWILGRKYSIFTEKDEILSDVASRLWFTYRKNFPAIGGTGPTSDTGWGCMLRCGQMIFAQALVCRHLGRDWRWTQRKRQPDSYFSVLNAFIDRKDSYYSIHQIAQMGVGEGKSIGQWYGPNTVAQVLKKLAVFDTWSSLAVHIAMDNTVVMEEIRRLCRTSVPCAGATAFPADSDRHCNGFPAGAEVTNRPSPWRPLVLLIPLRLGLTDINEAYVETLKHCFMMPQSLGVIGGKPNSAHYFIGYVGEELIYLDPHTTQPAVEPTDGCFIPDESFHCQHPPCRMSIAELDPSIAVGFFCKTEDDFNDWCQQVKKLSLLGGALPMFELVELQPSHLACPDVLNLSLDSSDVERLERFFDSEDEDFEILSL
beta cell repl: inducers of MIN6 beta-cell proliferation, primary screen, ATP luminescence, uHTS | MIN6 cells proliferation, ATPlite luminescence, 48 h; cells starved in 0.2% serum; 100% = growth in 10% serum | proliferation, % at 10 µM | actives 0.29% (n = 330,000) | AID 2380, 2010;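 active = compounds whose signal lies at least 3.5 SD above the mean of all wells on their plate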;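 also: 0% = DMSO-treated cells in low-serum medium and 100% = 10% serum control; some compounds called inactive have numbers as strong as hits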
hIAP inh: human IAP inhibitors, primary screen, biochemical, luminescence, uHTS. AID 2544, 2010. Intestinal-type alkaline phosphatase (Homo sapiens), P09923. inhibition, % at 10 µM. actives 0.12% (n = 330,000). purified IAP, CDP-Star luminescence, 30 min;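 active = inhibition reaching a set limit with compound at 10 µM in the primary screen, cut at about 35% in these data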;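 also: plate controls were DMSO wells with enzyme for no effect and no-enzyme buffer wells for full effect; values of inactives mirror those of a sister screen read the other way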
hIAP act: human IAP activators, primary screen, biochemical, luminescence, uHTS. Intestinal-type alkaline phosphatase (Homo sapiens), P09923. purified human IAP, CDP-Star luminescence, 30 min; hits give high values; 1 = vehicle-only enzyme, 0 = enzyme-free background. activation factor at 10 µM. actives 0.16% (n = 330,000);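 active = activation factor of the enzyme at least 2-fold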; also: the source names both 10 and 20 µM as test concentration; values of inactives mirror those of a sister screen read the other way
APOBEC3A inh: APOBEC3A ssDNA deaminase inhibitors, primary screen, selectivity assay for APOBEC3G inhibitor project, biochemical, FAM/TAMRA oligo cleavage fluorescence | actives 0.41% (n = 330,000) | inhibition, % at 20 µM | recombinant A3A, FAM/TAMRA ssDNA deamination fluorescence;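 active = at least 40% inhibition at 20 µM here, with at most 30% in a related deaminase screen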;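 also: plate controls were A3A with DMSO for no effect and wells lacking A3A enzyme for full effect; some results filed as inactive read as strong as hits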
Target sequence (P31941 whole entry, looked up): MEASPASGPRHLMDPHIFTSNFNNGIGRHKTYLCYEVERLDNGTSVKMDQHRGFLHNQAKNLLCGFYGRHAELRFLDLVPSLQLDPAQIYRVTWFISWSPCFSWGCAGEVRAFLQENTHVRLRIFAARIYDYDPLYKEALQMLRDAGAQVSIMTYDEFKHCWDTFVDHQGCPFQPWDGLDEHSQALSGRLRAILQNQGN
mIAP act: activators of mouse IAP, primary screen, biochemical, luminescence, uHTS; intestinal alkaline phosphatase [Mus musculus]; activation factor at 10 µM; actives 0.24% (n = 330,000); AID 2805, 2010; muIAP, CDP-Star luminescence, 30 min; hits give high values; 1 = vehicle-only enzyme signal, 0 = enzyme-free wells;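 active = activation factor of at least 2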; also: the source names both 10 and 20 µM as test concentration; values of inactives mirror those of a sister screen read the other way
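Assay system: mouse IAP enzyme; reagent: chemiluminescent substrate CDP-Star; dosing: test compounds delivered from DMSO solution; schedule: 30 min at room temperature; measured by: luminescence from enzymatic CDP-Star hydrolysis; controls: DMSO-only wells and no-enzyme negative control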
APOBEC3G inh: APOBEC3G DNA deaminase inhibitors, primary screen, biochemical, fluorescence, single-stranded DNA substrate, uHTS | actives 0.28% (n = 330,000) | DNA dC->dU-editing enzyme APOBEC-3G (Homo sapiens), Q9HC16 | AID 493012, 2011 | inhibition, % at 20 µM | recombinant A3G, ssDNA deamination FAM/TAMRA fluorescence;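 active = inhibition of at least 40% at 20 µM, with no more than 30% in the related APOBEC3A deaminase screen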;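 also: plate controls were DMSO wells with A3G for no effect and wells lacking A3G enzyme for full effect; some compounds called inactive have numbers as strong as hits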
Target sequence (Q9HC16 whole entry, looked up): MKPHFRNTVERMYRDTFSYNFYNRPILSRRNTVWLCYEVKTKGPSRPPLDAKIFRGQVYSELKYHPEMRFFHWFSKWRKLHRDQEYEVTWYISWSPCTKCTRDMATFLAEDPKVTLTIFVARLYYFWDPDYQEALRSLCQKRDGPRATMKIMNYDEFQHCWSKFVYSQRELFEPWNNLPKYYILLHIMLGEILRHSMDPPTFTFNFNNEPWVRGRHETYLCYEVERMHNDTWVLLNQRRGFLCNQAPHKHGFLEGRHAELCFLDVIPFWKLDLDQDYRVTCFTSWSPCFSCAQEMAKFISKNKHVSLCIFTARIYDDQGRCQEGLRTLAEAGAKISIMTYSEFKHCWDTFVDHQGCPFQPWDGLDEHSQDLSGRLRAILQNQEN
MPTP block: mitochondrial permeability transition pore inhibitors, primary screen, biochemical, isolated mouse mitochondria, absorbance; actives 1.4% (n = 360,000); Ca2+ swelling absorbance, 30 min; inhibition, % at 10 µM; AID 602449, 2012;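 active = inhibition of 50% or more, scaled per plate between neutral and stimulator controls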;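 also: 0% = DMSO wells given calcium and 100% = 1 mM EGTA wells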
Numbers without * were called inactive; & = joins results of further samples.

Every second line gives: mIAP block	APOBEC3A inh	APOBEC3G inh	MPTP block	ATG4B inh	beta cell repl	mIAP act	hIAP act	hIAP inh
O=C(NCC1COc2ccccc2O1)c1ccc(NC(=O)c2ccco2)cc1 (centres undefined)
  2	-3	-6	-2.1	-4	-3	0.98	0.98	2
N/C(=N\OC(=O)CCC1CCCC1)c1ccc(Cl)cc1
  -4	-6	-4	1.0	-2	1	1	1.2	-16
O=[N+]([O-])c1cc(Cl)c(Cl)c(Cl)c1Cl
  4	-1	-9	-0.3	-6	0	0.96	0.83	17
Cc1ccccc1NC(=S)Nc1ccccn1
  3	-6	9	0.2	3	0	0.97	1.1	-12
COc1ccc(-c2c(C)nn3c(-c4ccccc4)cc(C)nc23)cc1
  3	4	6	4.0	-8	-6	0.97	0.93	7
Nc1cc(Nc2ccccc2)ccn1
  4	-3	-7	-1.5	-1	1	0.96	0.62	38*
CCN(CC)S(=O)(=O)c1ccc(Cl)c(C(=O)NC(C)C(c2cccs2)N2CCCC2)c1 (centres undefined)
  6	2	-6	7.1	6	-1	0.94	1	-2
S=c1cnc2ccccc2[nH]1
  2	-5	62*	4.5	-7	3	0.97	0.99	1
CCCNC(=O)CN(c1ccccc1)S(=O)(=O)c1ccc(OC)c(OC)c1
  3	-1	0	-2.8	2	1	0.97	0.89	11
COc1cc(NS(=O)(=O)c2cc(C)ccc2OC)c(OC)cc1Cl
  9	-1	-5	2.0	-10	-2	0.91	0.82	18
CCOc1ccc(N2CC(NS(=O)(=O)c3cccs3)CC2=O)cc1 (centres undefined)
  6	0	-4	0.2	-6	1	0.94	1.1	-7
COC(=O)c1cc(S(=O)(=O)Nc2cc(OC)cc(OC)c2)cn1C
  -8	-1	-4	-1.3	-6	-2	1.1	0.9	10
CCOc1cccc(OCCCOc2cccc3cccnc23)c1
  3	0	-1	0.1	-12	-1	0.97	0.93	7
CCCCCCC1CC(C)(/C(C)=N/NC(N)=O)OC1=O (centres undefined)
  -8	2	-1	2.0	0	-2	1.1	0.78	22
COc1ccc(S(=O)(=O)Nc2ccccc2OC)cc1C
  -5	1	-3	0.6	-5	-2	1	1.1	-11
O=C(CNC(=O)c1ccccc1)N/N=C/c1cccs1
  -5	2	-2	2.1	-7	0	1.1	1	-4
O=C(O)CCCC(=O)NCCCc1ccccc1
  1	-1	5	0.2	0	-4	0.99	1	-1
O=C(N/N=C/c1ccc2c(c1)OCO2)c1ccc(NC(=O)c2ccccc2Cl)cc1
  -5	-5	-9	1.1	0	0	1	1.1	-7
O=C(c1ccco1)N1CCCC(N2CCN(c3cccc(C(F)(F)F)c3)CC2)C1 (centres undefined)
  -12	-4	-12	0.7	2	-5	1.1	1.2	-20
COc1ccc(C)cc1S(=O)(=O)N(CC(=O)Nc1cccc([N+](=O)[O-])c1)c1ccc(C)c(C)c1
  13	1	0	10	88*	-2	0.87	0.73	27
CCCCCN1CC(=O)N2C(C)c3[nH]c4ccccc4c3C[C@H]2C1=O (some centres undefined)
  -6	1	2	1.5	2	-3	1.1	0.91	9
NS(=O)(=O)c1ccc(N=C2C(=O)Nc3ccccc32)cc1
  6	-4	-8	-0.7	6	0	0.94	0.86	14
CC(=O)Nc1ccc(NC(=O)C(C)Oc2ccc(Cl)cc2Cl)cc1 (centres undefined)
  -4	-1	1	1.4	-8	0	1	0.82	18
Cc1ccc([C@@H]2[C@@H]3C(=O)N(c4ccccc4)C(=O)[C@@H]3[C@]3(C)C(=O)N(CC4CC4)CC(=O)N23)o1
  -3	5	9	0.5	8	-2	1	1.1	-6
CCN(CC)CCCn1c2c(c(SCC(=O)Nc3ccc(C)c(F)c3)nc1=O)CCC2
  6	-1	-10	-0.5	-1	0	0.94	1	-5
CCOC(=O)/C(=N/O)C1=NC(C)(C)Cc2cc(C)c(C)cc21
  3	0	-6	-0.4	-6	1	0.97	1.1	-8
COc1ccccc1C/C(N)=N/OC(=O)/C=C/c1ccccc1
  4	-2	-5	-1.2	9	-2	0.96	0.96	4
O=C(CC1Sc2ccccc2NC1=O)Nc1ccccc1[N+](=O)[O-] (centres undefined)
  -7	-3	-10	0.2	3	-1	1.1	0.95	5
COc1ccc(C2C(C(=O)N3CCN(c4ccc(OC)cc4)CC3)c3ccccc3C(=O)N2C)cc1 (centres undefined)
  -12	-5	-7	0.0	-12	-1	1.1	1.2	-19
Cc1cc(C)c(C#N)c(SCC(=O)c2cccs2)n1
  3	-2	-5	-0.9	7	1	0.97	0.94	6

Shown with tabs: entries from further up
smiles	mIAP block	APOBEC3A inh	APOBEC3G inh	MPTP block	ATG4B inh	beta cell repl	mIAP act	hIAP act	hIAP inh
COc1cc(NS(=O)(=O)c2cc(C)ccc2OC)c(OC)cc1Cl	9	-1	-5	2.0	-10	-2	0.91	0.82	18
CCOc1ccc(N2CC(NS(=O)(=O)c3cccs3)CC2=O)cc1 (centres undefined)	6	0	-4	0.2	-6	1	0.94	1.1	-7

Random excerpt: 7 records from the list.
Every second line gives: mIAP block	APOBEC3A inh	APOBEC3G inh	MPTP block	ATG4B inh	beta cell repl	mIAP act	hIAP act	hIAP inh
CCOc1ccc(N2CC(NS(=O)(=O)c3cccs3)CC2=O)cc1 (centres undefined)
  6	0	-4	0.2	-6	1	0.94	1.1	-7
CC(=O)Nc1ccc(NC(=O)C(C)Oc2ccc(Cl)cc2Cl)cc1 (centres undefined)
  -4	-1	1	1.4	-8	0	1	0.82	18
O=[N+]([O-])c1cc(Cl)c(Cl)c(Cl)c1Cl
  4	-1	-9	-0.3	-6	0	0.96	0.83	17
Cc1ccc([C@@H]2[C@@H]3C(=O)N(c4ccccc4)C(=O)[C@@H]3[C@]3(C)C(=O)N(CC4CC4)CC(=O)N23)o1
  -3	5	9	0.5	8	-2	1	1.1	-6
COc1cc(NS(=O)(=O)c2cc(C)ccc2OC)c(OC)cc1Cl
  9	-1	-5	2.0	-10	-2	0.91	0.82	18
Nc1cc(Nc2ccccc2)ccn1
  4	-3	-7	-1.5	-1	1	0.96	0.62	38*
COc1ccc(S(=O)(=O)Nc2ccccc2OC)cc1C
  -5	1	-3	0.6	-5	-2	1	1.1	-11

More entries follow:
Every second line gives: mIAP block	APOBEC3A inh	APOBEC3G inh	MPTP block	ATG4B inh	beta cell repl	mIAP act	hIAP act	hIAP inh
c1ccc(CCNc2nc(-c3ccccn3)cs2)cc1
  3	-3	-10	-0.5	0	-4	0.97	1.2	-21
Cc1cc2oc(C(=O)Nc3c(C)n(C)n(-c4ccccc4)c3=O)c(C)c2cc1C
  1	-4	-7	-2.2	-8	-1	0.99	1.3	-34
Cc1ccc(-c2nnc(SCC(=O)NCCN3C(=O)CSC3=O)n2C)cc1
  0	-7	-14	-0.9	-11	0	1	0.81	18
CC(=O)c1c(C)nn(C(C)CC(=O)O)c1C (centres undefined)
  -6	-4	-10	-2.5	-1	-2	1.1	0.83	17
C/C(=N\NC(=O)c1ccc2c(c1)OCO2)c1ccc(NC(=O)CCCC(=O)O)cc1
  -6	-4	-8	-1.3	8	4	1.1	1	-4
CCCNC(=S)Nc1ccc(Br)cc1
  -12	1	-7	-0.1	5	-3	1.1	0.82	18
Cc1ccc(S(=O)(=O)N(C)C)cc1NC(=O)COC(=O)/C=C/c1cnc2ccccc2n1
  -2	-5	-10	0.4	-1	-3	1	1.1	-12
Nc1nonc1-n1nnc(C(=O)N/N=C/c2ccoc2)c1CSc1ccccc1
  8	0	0	-1.0	-9	1	0.92	0.94	6
CS(=O)(=O)c1ccc2nc(NC(=O)CN3CCC(Cc4ccccc4)CC3)sc2c1
  7	-3	-5	0.9	-2	5	0.93	1.2	-25
Cc1occc1C(=O)Nc1ccc(S(=O)(=O)N2CCN(C)CC2)cc1
  5	0	-4	-2.8	-1	-2	0.95	0.98	2
COc1ccc(/C=N/N2CCN(c3ccc(Cl)cc3)CC2)cc1O
  -3	-8	-8	2.3	3	-1	1	1	-4
O=C(Nc1cccc2cccnc12)c1ccccc1Br
  -2	-2	-5	1.4	8	2	1	1.2	-21
Cc1ccc(S(=O)(=O)NCC(=O)N(CC(=O)NCc2ccco2)Cc2ccc(F)cc2)cc1
  -4	0	-7	0.7	0	1	1	1.1	-8
CCOC(=O)/C(=N/Nc1ccc(OC)cc1)N1CCCc2ccccc21
  6	-5	-14	2.9	1	1	0.94	1	-4
COCCc1ncc(CN2CCC(C(=O)Nc3cccc(-c4cscn4)c3)CC2)cn1
  -6	-3	-5	-2.7	6	-1	1.1	1.2	-17
CC1CCCCN1C(=O)CSc1nc2ccccc2[nH]1 (centres undefined)
  6	2	-1	-1.8	-7	-1	0.94	1	0
CCOC(=O)c1cnn(-c2cc(C)nc3c(-c4ccccc4)cnn23)c1N
  12	-5	-8	0.0	7	0	0.88	1.2	-20
O=C(CSc1ccccn1)Nc1cccc(NC(=O)CSc2ccccn2)n1
  1	-2	-6	-1.7	-4	1	0.99	1.1	-5
O=C(N/N=C\c1ccoc1)c1ccco1
  -1	-5	-6	-0.7	-4	2	1	0.76	24
O=[N+]([O-])c1cccc(C(=Nc2ccccc2)NO)c1
  7	-2	-2	-1.3	3	3	0.93	0.95	5
Cc1ccc(NC(=O)COC(=O)C2CC2(Cl)Cl)cc1C (centres undefined)
  -10	-4	-1	-1.0	2	0	1.1	1.1	-10
C[C@@H](CN1C(=O)C(=O)NC[C@@H]1C)NC(=O)CC12CC3CC(CC(C3)C1)C2
  -6	0	-14	-0.3	5	-2	1.1	0.95	5
O=C(COc1ccc(S(=O)(=O)NCc2ccccc2)cc1Cl)NCc1ccccn1
  -4	1	-7	1.2	-5	-1	1	1	0
COc1cc(NC(=O)c2cc(C)on2)cc(C(=O)Nc2cccc(C(F)(F)F)c2)c1
  4	2	-1	18&23	-4	-9	0.95	1.1	-14
Cc1cnc(C(=O)OCC(=O)NCc2ccc(Cl)cc2)cn1
  -5	8	-2	-1.0	-5	-2	1.1	1.1	-11
COc1ccc(/C=c2/sc3nc(-c4ccccc4)c(-c4ccccc4)n3c2=O)cc1
  15	-1	-5	0.5	5	0	0.85	0.95	5
Cc1ccc(C(=O)/C=C/c2ccc(-c3ccc(C)cc3)o2)cc1
  7	5	-3	1.3	19	-7	0.93	0.98	2
CC(C)CC1(C)NC(=O)NC1=O (centres undefined)
  -6	-5	-4	-1.2	7	-1	1.1	0.99	1

Compound profiles, as listed above:
CCOC(=O)/C(=N/Nc1ccc(OC)cc1)N1CCCc2ccccc21 in the list: mIAP block: 6; APOBEC3A inh: -5; APOBEC3G inh: -14; MPTP block: 2.9; ATG4B inh: 1; beta cell repl: 1; mIAP act: 0.94; hIAP act: 1; hIAP inh: -4
CC(=O)Nc1ccc(NC(=O)C(C)Oc2ccc(Cl)cc2Cl)cc1 (centres undefined) in the list: mIAP block: -4; APOBEC3A inh: -1; APOBEC3G inh: 1; MPTP block: 1.4; ATG4B inh: -8; beta cell repl: 0; mIAP act: 1; hIAP act: 0.82; hIAP inh: 18
